# Bioassay records (PubChem)
# Dicer inh: human Dicer pre-microRNA cleavage inhibition; Q9UPY3; cat-ELCCA pre-miR-21 Dicer processing, chemiluminescence; hits give high values; z-score at 25 µM; hit rate 6% among 47,000; AID 1347074; in the data active means z-score above about 3, passing the limit was not always enough;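 further: plate controls were vehicle for no effect and no enzyme for full effect; higher signal means more uncleaved substrate so more Dicer inhibition; strong numbers were not always called active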
# * = called active by the depositor; & = joins results of further samples. A portion of the library, so the mix of outcomes need not match the whole.
# Sample of the layout, two compounds:
canonical_smiles	Dicer inh
COc1ccc(C2C(C(=O)OCC3CCCO3)=C(C)NC3=C2C(=O)CC(C)(C)C3)cc1OC (configuration not stated)	1.03
COc1cc(C2Nc3cc(C)c(C)cc3NC3=C2C(=O)CC(C)(C)C3)ccc1OC(C)=O (configuration not stated)	-1.16

# The whole of this part, previewed entries included:
canonical_smiles	Dicer inh
COc1ccc(C2C(C(=O)OCC3CCCO3)=C(C)NC3=C2C(=O)CC(C)(C)C3)cc1OC (configuration not stated)	1.03
COc1cc(C2Nc3cc(C)c(C)cc3NC3=C2C(=O)CC(C)(C)C3)ccc1OC(C)=O (configuration not stated)	-1.16
O=c1[nH]c(SCCO)nc2c1cnn2-c1ccc(F)cc1	1.26
O=C(Nc1ccccc1C(F)(F)F)N1CCCN(c2ncccc2C(F)(F)F)CC1	-0.45
NC1=NC(c2ccncc2)n2c(nc3ccccc32)N1 (configuration not stated)	0.89
N#Cc1c(-c2cccs2)[nH]c(=S)[nH]c1=O	-0.76
O=C(Cc1ccccc1)N1CCc2ccccc21	0.32
COC(=O)c1cnn(-c2ccc(F)cc2F)c1/C=N/NC(=S)Nc1ccccc1	-0.85
Cc1ccc(NC(=S)C(C#N)C(=O)Nc2ccccc2C)c(C)c1 (configuration not stated)	1.15
CCN(CC)CCn1c(NCc2ccc(N(C)C)cc2)nc2ccccc21	4.42*
COC(=O)c1ccc(/C=C/c2nc3cc(C)c(C)cc3o2)cc1	-0.26
COc1cc(OC)c(C(F)(F)F)cc1NC(=O)c1c(OC)cccc1OC	-1.11
COc1ccc(OC)c2c(C)cc(C)nc12	0.68
CC(C)(C)c1nc(N)sc1Br	0.22
Cc1ccc(S(=O)(=O)NNc2c(Cl)cc(Cl)cc2Cl)cc1	0.84
CCS(=O)(=O)Nc1c(C)n(C)n(-c2ccccc2)c1=O	1.74
COc1ccc(CC2(O)CCC3(CC2)OCCO3)cc1	0.53
O=C(c1cc2n(n1)C(C(F)(F)F)CC(c1ccc(F)cc1)N2)N1CCCCC1 (configuration not stated)	0.84
O=C(Nc1ccc(Cl)cc1)Nc1csc(-c2ccc(C(F)(F)F)cc2)n1	-1.21
CCCN1C(=O)C(O)(CC(=O)c2cccs2)c2cc(Br)ccc21 (configuration not stated)	2.29
O=C(NC(=S)Nc1ccccc1Cl)c1ccc(F)cc1F	10.3*
CC1=C(C(=O)Nc2ccc(F)cc2)SCCO1	1.03
COc1ccc(OC)c(C2CC(c3ccc(OC)c(OC)c3)=NN2S(=O)(=O)c2ccc(C)cc2)c1 (configuration not stated)	-0.24
Oc1c(-c2cc(C(F)(F)F)[nH]n2)ccc2ccccc12	2.39
Cc1ccccc1C1CC(=O)c2cnc3c(-c4ccc(F)cc4)c(C)nn3c2C1 (configuration not stated)	1.33
C=CCNc1oc(COc2ccccc2F)nc1C#N	0.35
Cn1cnc([N+](=O)[O-])c1Sc1ccc(C(F)(F)F)cn1	0.11
S=c1ncc(Sc2ncccn2)c(-c2ccc(Cl)cc2)[nH]1	-2.85
COc1ccc(S(=O)(=O)C2CS(=O)(=O)CC2O)cc1 (configuration not stated)	1.07
C=CCOc1ccc2c(=O)c(-c3ccccc3Cl)coc2c1	-0.91
CSc1scc(-c2cc(Cl)cc(Cl)c2)c1C#N	-0.74
CCOC(=O)NC(=O)/C(=C/NCc1ccco1)C(=O)OCC	-0.11
COc1cccc(OC)c1-c1nn(-c2ccc(C(F)(F)F)cn2)c(=O)o1	0.65
O=S(=O)(NCc1csc2ccc(Cl)cc12)c1ccc2c(c1)CCO2	-1.66
CCOC(=O)c1cc(-c2ccccc2)sc1NC(=O)Nc1ccccc1	-2.54
CC(C)(C)c1cc2nc(C(F)(F)F)cc(N3CCN(C(=O)c4ccccc4)CC3)n2n1	-5.97
CC1=CC(C)C2COC(c3ccccc3O)C1C2C (configuration not stated)	1.18
CC1(C)CC(=O)C=C(NCCN2CCNCC2)C1	-0.08
C/C(=N\Nc1cc(Cl)ccc1Cl)c1csc(-c2ccccc2)n1	-1.04
Cc1ccc(S(=O)(=O)c2ncsc2SCc2ccc(Cl)cc2Cl)cc1	0.87
Nc1nc2nc(-c3ccc(OCc4ccccc4)cc3)cc(C(F)(F)F)n2n1	0.12
Cc1onc(-c2c(Cl)cccc2Cl)c1C(=O)NNc1cccc(C(F)(F)F)n1	0.88
O=C1C2C(c3ccc(Cl)cc3)OC3(C(=O)c4ccccc4C3=O)C2C(=O)N1C1CCCCC1 (configuration not stated)	2.91
CCOC(=O)/C(C#N)=C\Nc1cc(OC)c2ncccc2c1	-1.68
CC(C)(C)C(=O)c1cn(CC(=O)N2CCCC2)c2ccccc12	1.21
CN(C)C(=O)COc1cccc2ccccc12	0.06
CC(C)c1ccc2oc3nc(N)c(C#N)cc3c(=O)c2c1	-0.83
CN1CCC(=C2c3ccccc3C=Cc3ccccc32)CC1	-0.34
CC1=C(C(=O)OC(C)C)C(c2ccccc2Cl)C2=C(CC(c3ccccc3)CC2=O)N1 (configuration not stated)	2.98
CC1N=C(SCc2ccc(Cl)cc2)N2C(C)N=C(SCc3ccc(Cl)cc3)N12 (configuration not stated)	-0.11
COC(=O)c1c(N2C(=O)CC(Sc3ccccc3C(=O)O)C2=O)sc2c1CCCC2 (configuration not stated)	2.29
COc1ccc(-c2cc3nnc(-c4ccccc4)nc3s2)cc1	-0.85
CC(C)CC(NC(=O)Cc1ccsc1)C(=O)NNS(=O)(=O)c1ccc(Cl)cc1 (configuration not stated)	12.5*
CCn1ncc(CNC(=O)CCSc2nc(-c3ccco3)cc(C(F)(F)F)n2)c1C	0.27
Cn1c(Sc2cc(C(F)(F)F)nc3cc(C(C)(C)C)nn23)nnc1C(F)(F)F	-4.04
O=C(CSc1ncc(Sc2ncccn2)c(-c2ccc(Cl)cc2)n1)c1ccc(Cl)cc1	-1.2
COc1ccc(CCNC(=S)Nc2ccc(S(=O)(=O)N3CCCCC3)cc2)cc1OC	-0.06
COc1ccc(Cl)c(OC)c1C(=O)NC(=O)Nc1nc(C)nc(C)n1	-0.28
CN1c2ccccc2C(=O)NC1c1ccc([N+](=O)[O-])s1 (configuration not stated)	-0.22
CC(=O)O/N=C/c1[nH]ncc1Br	1.09

# More compounds follow.
canonical_smiles	Dicer inh
CC[N+](CC)(CC)CC(=O)Nc1c(C)cccc1C	0.12
Cc1cc(C)c2cc(C(=O)N(C)c3ccc(F)cc3F)[nH]c2c1	-2.41
CCOC(=O)c1nn(-c2ccccc2)c(=O)c2c(N)c(C#N)c(-c3ccccc3)cc12	-1.18
COc1cc(C2CC(=O)Nc3nc(N)[nH]c(=O)c32)ccc1OCc1ccc(F)cc1 (configuration not stated)	-1.11
O=C(CSc1nc(SCC(=O)c2ccccc2)c2c3c(sc2n1)CCC3)c1ccccc1	-0.31
O=C(Nc1cccc2[nH]ccc12)C1CCCCC1	2.65
COC(=O)/C(C#N)=C\c1cccc2ccccc12	0.57
CCCNC(=O)N1CCN(c2nc(C(C)C)c3c(c2C#N)CC(C)(C)OC3)CC1	0.93
Cn1c(=O)c(/C(N)=N/O)cn(-c2ccccc2)c1=O	0.64
FC(F)(F)c1cccc(NN=C2CCSCC2)n1	-0.34
O=C1c2cccnc2C(=O)N1c1cccc(-c2nc3ccccc3o2)c1	2.66
CN(C)C(=O)N1CCN(C(=O)c2ccco2)CC1	3.09*
CCOC(=O)c1sc(N(NC(=O)c2ccccc2Cl)C(=O)c2ccccc2Cl)c2c1CC(C)(C)CC2=O	0.32
COc1ccc(C(F)(F)F)cc1NC(=O)CC1(CC(=O)O)CCCCC1	0.67
Cc1ccc(Nc2ncnc3c2nnn3Cc2ccccc2)cc1	0.87
Cc1cccc(NC(=O)Nc2ccc(-c3ccccc3)s2)n1	0.62
Cn1cnc2c1c(=O)n(Cc1ccc(F)cc1)c(=O)n2C	1.04
OCC12CC3CC(CC(Br)(C3)C1)C2	0.13
CC(C)(C)NCC(O)COc1cccc2[nH]c(=O)[nH]c12 (configuration not stated)	-0.52
COc1cc2ncnc(NCCCN3CCOCC3)c2cc1OC	1.53
COc1ccc(-c2c(-c3ccccc3)oc3ncnc(N)c23)cc1	4.1*
COC(=O)c1sc(NC(=O)CC(C)C)c(C(=O)OC)c1C	-1.77
O=C1/C(=C/c2ccsc2)CC/C1=C\c1cccs1	-1.62
COc1nc(-c2ccc(C)cc2)ccc1-c1noc(-c2ccccc2)n1	2.59
CCSc1nnc(NC(=O)C2CCCCC2)s1	0.56
CCOC(=O)c1c(C)nn(-c2ncccc2NC(=O)c2ccccc2C(=O)O)c1C	0.91
N#Cc1c(NC(=O)c2ccc(S(=O)(=O)N3CCCCC3)cc2)sc2c1CCCC2	1.24
CCOC(=O)C(O)(C(=O)OCC)C1Cc2ccccc2C1=O (configuration not stated)	1.21
CCOC(=O)/C(C#N)=C\Nc1cc(OC)cc2cccnc12	-0.79
Cc1cc(Nc2cc(Cl)cc(Cl)c2)nc(N)n1	0.53
CCNC(=S)Nc1sc(C)c(C)c1C(=O)OCC	5.32*
CCOC(=O)C1=C(C)NC2=C(C(=O)CCC2)C1c1cc2c(cc1Cl)OCO2 (configuration not stated)	0.09
Fc1cccc(Cl)c1CSc1nc2cc(Cl)c(Cl)cc2[nH]1	-1
FC(F)(F)c1cc(-c2cccnc2)nc2c(-c3ccccc3)cnn12	-0.53
CC(CC(=O)O/N=C/c1ccc(C#N)cc1)S(=O)(=O)c1ccc(Cl)cc1 (configuration not stated)	0.84
Cc1[nH]c2ccccc2c1C1(O)C(=O)N(CCOc2ccccc2)c2ccccc21 (configuration not stated)	-1.48
CCOC(=O)c1c(COc2ccccc2)oc2ccc(O)cc12	1.51
COCC(=O)c1[nH]c2ccccc2c1C	0.46
CC(=O)NC(NCc1ccccc1)(C(F)(F)F)C(F)(F)F	-1.7
CCOC(=O)CSC(=S)NCc1ccc(C)cc1	-0.75
Cc1cc(N)n2nc(C)c(-c3ccc(Cl)cc3)c2n1	1.77
Cn1c(=O)c2c(-c3ccccc3)n(-c3ccccc3Br)cc2n(C)c1=O	-0.21
Cc1nn2c3c(cnc2c1-c1ccc(F)cc1)C(=O)CC(c1cccs1)C3 (configuration not stated)	4.17*
O=C1c2ccccc2CC(=O)c2sccc21	1.94
N#Cc1sc2c(c1OC(=O)c1cccs1)c(=O)n(-c1ccccc1)c(=S)n2-c1ccccc1	-1.31
O=C1CC(Nc2ccc(Oc3ccccc3)cc2)C(=O)N1c1ccc(F)cc1 (configuration not stated)	0.96
Cc1cccc(NC(=O)Nc2ccc(C(C)(C)C)cc2)n1	16.4
CCOc1cc(C2c3c(oc4ccc(C)cc4c3=O)C(=O)N2Cc2ccc(OC)cc2)ccc1O (configuration not stated)	3.15*
COC(=O)c1cc(Cl)c(C(=O)OC)c2c(C(=O)OC)cc(Cl)c(C(=O)OC)c12	-1.68
CCOc1ccc(OCCSc2nc3ccccc3[nH]2)cc1	-0.7
O=C(Cc1ccc2ccccc2c1)Nc1ccc(Br)c(C(F)(F)F)c1	-1.92
O=C(O)c1cc(=O)[nH]c2c(Cl)cc(Cl)cc12	-0.31
COc1ccccc1NC(=O)NC1CCS(=O)(=O)C1 (configuration not stated)	0.32
COc1ccc2c(C(=O)O)cc(=O)[nH]c2c1	1.02
C#CC(O)(c1ccc(OC)cc1)c1ccc(OC)cc1	1.55
CCCCn1c(=O)oc2ccc(C)cc21	3.63*
Cn1c(=O)c2c(nc(NCCCO)n2Cc2ccc(Br)cc2)n(C)c1=O	2.13
CC(C)OC(=O)C1C(=O)CC(C)(O)C(C(=O)OC(C)C)C1c1ccc(N(C)C)cc1 (configuration not stated)	-0.17
Cc1nn(-c2ccccc2)c2c1c(=O)n(C)c1ccccc21	0.69
Nc1ccc(S(=O)(=O)Nc2ccnn2-c2ccccc2)cc1	0.4

# Looked up above:
# Dicer inh result of O=C(CSc1nc(SCC(=O)c2ccccc2)c2c3c(sc2n1)CCC3)c1ccccc1 → -0.31
# Dicer inh result of O=C1c2cccnc2C(=O)N1c1cccc(-c2nc3ccccc3o2)c1 → 2.66
# Dicer inh result of CCOC(=O)c1cc(-c2ccccc2)sc1NC(=O)Nc1ccccc1 → -2.54

# The list continues.
canonical_smiles	Dicer inh
O=C(c1ccc(Br)cc1)N1CC2C3CCC(O3)C2C1 (configuration not stated)	-0.4
C=CCn1c(SCC(=O)NNC(=O)Nc2ccc(C)cc2)nnc1-c1ccccc1	-0.7
CCC(CO)NC(=S)Nc1ccsc1C(=O)OC (configuration not stated)	0.99
COc1ccc(-c2nc3n(n2)C(c2cc(OC)ccc2OC)C2=C(CCCC2=O)N3)cc1 (configuration not stated)	2.36
Cn1c(=O)c2c(nc(N/N=C/c3cccc(O)c3)n2Cc2ccccc2Br)n(C)c1=O	3.38*
Cc1ccc(C(=O)CSc2ncn[nH]2)c(C)c1	1.03
Cc1ccc(/C(O)=C2/C(=O)C(=O)N(CCCN(C)C)C23C(=O)N(C)c2ccccc23)cc1F (configuration not stated)	-0.29
C=CCN1CCCC1CNC(=O)c1cc2[nH]nnc2cc1OC (configuration not stated)	0.28
CC(C)(CC(=O)O)CC(=O)N1CCN(c2ccccn2)CC1	4.06*
CCN(CC)CCCC(C)Nc1c2ccc(Cl)cc2nc2ccc(OC)cc12 (configuration not stated)	0.55&0
COc1ccc(N2C(=O)CC3(CCCCC3)CC2=O)cc1OC	-1.8
COc1ccc(-c2sc(/N=C/c3ccc(-c4ccccc4)cc3)c(C#N)c2C)cc1OC	-0.43
O=C(CC1(O)C(=O)N(CCc2ccccc2)c2ccccc21)c1ccc2c(c1)OCO2 (configuration not stated)	-0.95
CCN1CCN(c2oc(COc3ccc(Cl)cc3)nc2C#N)CC1	-1.28
CC(C)C(=O)NC(c1cccs1)c1cc(Cl)c2cccnc2c1O (configuration not stated)	2.04
CCOC(=O)c1cnn2c1NC(c1ccc(Cl)cc1)CC2C(F)(F)F (configuration not stated)	-0.56

# Two entries from above, field by field:
smiles: O=C(CC1(O)C(=O)N(CCc2ccccc2)c2ccccc21)c1ccc2c(c1)OCO2 (configuration not stated)
  Dicer inh: -0.95
smiles: CCN1CCN(c2oc(COc3ccc(Cl)cc3)nc2C#N)CC1
  Dicer inh: -1.28
